SENP7 inh – inhibitors of human SENP7 protease; recombinant SENP7, Z-RLRGG-aminoluciferin luminescence, 40 min; inhibition, % at 5 µM; 330,000 tested, 1.5% active;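 active = inhibition above about 50% at the single test dose, limit read from the data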;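 note: plate controls were DMSO with enzyme for no effect and no enzyme buffer wells for full effect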
UBC13 polyUb – inhibitors of human UBC13 polyubiquitin chain formation | TR-FRET | inhibition, % at 20 µM | 330,000 tested, 0.47% active; in the data active = inhibition above about 45%, passing the limit was not always enough; inconclusive = no clear call, values can overlap the other calls
HKDC1 inhibitor – inhibitors of human hexokinase HKDC1 | Q2TB90 | recombinant HKDC1, G6PDH/diaphorase resazurin coupled fluorescence | inhibition, % at 20 µM | 340,000 tested, 0.16% active | AID 493160;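 active = inhibition above about 35% when tested at 20 µM, limit read from the data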;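 note: plate controls were DMSO wells with enzyme for no effect and DMSO wells lacking enzyme for full effect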
Target sequence (Q2TB90 whole entry, looked up): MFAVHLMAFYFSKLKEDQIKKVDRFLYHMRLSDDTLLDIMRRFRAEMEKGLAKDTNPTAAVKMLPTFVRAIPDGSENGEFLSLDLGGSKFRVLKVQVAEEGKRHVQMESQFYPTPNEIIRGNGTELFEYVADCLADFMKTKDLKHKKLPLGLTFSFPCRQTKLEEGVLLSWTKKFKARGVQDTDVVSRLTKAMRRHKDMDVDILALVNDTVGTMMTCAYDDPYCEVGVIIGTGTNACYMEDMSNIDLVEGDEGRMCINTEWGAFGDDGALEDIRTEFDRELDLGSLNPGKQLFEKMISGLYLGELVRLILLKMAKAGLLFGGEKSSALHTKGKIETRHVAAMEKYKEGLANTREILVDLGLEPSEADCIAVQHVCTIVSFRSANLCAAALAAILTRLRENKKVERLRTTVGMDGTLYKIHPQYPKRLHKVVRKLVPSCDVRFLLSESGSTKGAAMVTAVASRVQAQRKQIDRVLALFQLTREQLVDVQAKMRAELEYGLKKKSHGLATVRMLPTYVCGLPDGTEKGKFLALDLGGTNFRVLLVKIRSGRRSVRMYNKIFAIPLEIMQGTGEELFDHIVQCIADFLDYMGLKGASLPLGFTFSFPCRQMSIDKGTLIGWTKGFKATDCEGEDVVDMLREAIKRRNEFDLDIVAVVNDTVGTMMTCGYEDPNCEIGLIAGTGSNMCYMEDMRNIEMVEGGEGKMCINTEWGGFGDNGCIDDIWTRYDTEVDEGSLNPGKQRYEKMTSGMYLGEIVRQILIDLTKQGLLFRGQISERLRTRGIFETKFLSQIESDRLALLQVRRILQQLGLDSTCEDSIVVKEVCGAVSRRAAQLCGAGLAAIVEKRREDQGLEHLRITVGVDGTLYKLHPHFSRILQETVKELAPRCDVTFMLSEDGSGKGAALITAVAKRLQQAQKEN
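Test system: HK5 enzyme. Quantity: 5 µg/mL HK5 final. Reagent: glucose and ATP substrates. Schedule: 90 min reaction incubation at room temperature, dark. Technique: resazurin-to-resorufin fluorescence via G6PDH and diaphorase coupling, 525/613 nm. Control set: DMSO wells with and without enzyme mix.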
Jurkat NFkB inh – lowers PMA/ionomycin-induced NF-kB signal in Jurkat cells; 330,000 tested, 0.53% active; PMA/ionomycin-induced NF-kB luciferase reporter, luminescence; inhibition, % at 4 µM; AID 435003
SENP8 block – inhibitors of human SENP8 protease | Q96LD8 | purified SENP8, Z-RLRGG-aminoluciferin cleavage, luminescence | inhibition, % at 10 µM | 330,000 tested, 1.2% active | AID 2540
697 NFkB inh – inhibitors of the PMA/ionomycin-induced NF-kB reporter in 697 B cells; 697 B-cell NF-kB luciferase reporter, 16 h; inhibition, % at 4 µM; 330,000 tested, 0.33% active; in the data active = inhibition above about 35%
Apaf1 inhib – blocks human Apaf-1 apoptosome activity | O14727 | reconstituted apoptosome caspase-3 activity, DEVD-Rh110 fluorescence | inhibition, % at 20 µM | 330,000 tested, 0.71% active | AID 489030; active = inhibition of at least 40% at 20 µM;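 note: plate controls were DMSO wells for no effect and DEVD-CHO caspase inhibitor wells for full effect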
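Assay system: Apoptosome proteins | Medium: pH 7.5 Hepes buffer with CHAPS, BSA, DTT | Also added: Cytochrome c and DEVD-Rh110 substrate | Times: 30 min plus 50 min, RT | Detection: Rhodamine 110 fluorescence at Ex 480/Em 540 nm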
Gli-Sufu block – blocks Gli-Sufu signaling in a luciferase reporter. 340,000 tested, 0.74% active. Sufu-KO-LIGHT fibroblasts, Gli luciferase reporter luminescence. inhibition, % at 5 µM;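 active = inhibition above about 55%, limit read from the data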;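 note: 0% = DMSO-treated cells and 100% = wells with medium but no cells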
Starred values were filed as active, the others as inactive; i = inactive; ? = inconclusive; · = no result given. Cut-off read from the data, not from the text of the source, unless noted: active = inhibition above about 50%; inactive = the rest.

Sequence of screens: SENP7 inh	UBC13 polyUb	HKDC1 inhibitor	Jurkat NFkB inh	SENP8 block	697 NFkB inh	Apaf1 inhib	Gli-Sufu block
Cc1cc(OCC(=O)NC(C)C)cc(C)c1Br
→ 2	0	-11	1	-5	-17	16	4
Cc1cccc(NC(=O)Cn2nnc(-c3cccs3)n2)c1C
→ 4	1	-2	-1	-6	5	-15	1
COc1cc(OC)cc(C(=O)NNC(=O)c2cc3ccccc3cc2O)c1
→ 1	5	-2	0	-2	2	10	9
COc1ccc(C(C)NC(=S)NCc2ccc(F)cc2)cc1OC (stereo not given)
→ 3	-2	-5	-10	15	-1	5	14
CN(C)c1nc(N)nc(Cn2ccnc2)n1
→ 5	2	-4	-1	-1	7	3	-8
O=C(CCCN=C1NS(=O)(=O)c2ccccc21)OCC(=O)N1CCc2ccccc21
→ -4	-20	-6	1	-8	-4	6	8
CC(C)(C)c1ccc(C(=O)NCC(=O)NCc2ccccn2)cc1
→ 8	4	-6	-5	5	11	-1	-7
O=C(c1ccc(Cl)c(F)c1F)N1CCOCC1
→ -6	9	-7	-2	-4	13	-17	5
O=C(c1cc(-c2ccco2)on1)N1CCc2ccccc2C1
→ 5	-3	6	-18	-2	-4	3	-3
CCCCN1CC(=O)N2[C@H]3c4ccccc4OC[C@@H]3[C@H](c3ccccc3)[C@]2(C)C1=O
→ 7	0	-4	10	4	0	7	-3
N=c1c2c(n(Cc3ccc(Cl)cc3)c3c1CCC3)CCC2
→ 0	15	-7	34	-6	105*	-2	80*
Cc1c(NC(=O)CSc2nnc3c4ccccc4n(CCc4ccccc4)c3n2)c(=O)n(-c2ccccc2)n1C
→ 5	-10	-3	-32	-4	i	16	1
CC(=O)NCC(c1cccs1)S(=O)(=O)c1ccc(F)cc1 (stereo not given)
→ -1	1	3	-11	0	4	8	-13
Cc1ccc(S(=O)(=O)NC(=O)NCCCN2CCOCC2)cc1
→ 0	1	-6	-1	11	3	-1	26
CCn1c(=O)cc(OCC(=O)Nc2ccccc2N2CCN(C)CC2)c2ccccc21
→ 13	-3	0	-10	-9	-1	11	14
CC1(C)CC(=O)C(C(C2=C(O)CC(C)(C)CC2=O)c2ccc([N+](=O)[O-])cc2)C(=O)C1 (stereo not given)
→ 7	-2	-11	11	-1	-15	-8	7
O=C(COc1ccc(Br)cc1)N/N=C1/SCC(=O)N1Cc1ccco1
→ 0	1	3	-16	-4	-33	4	-1
CC(C)=NOCC(=O)Nn1c(COc2c(C)cccc2C)nc2ccccc2c1=O
→ -14	-2	-1	-11	0	-7	5	-1
CC(C)N1C(=O)CCC1C(=O)N1CCN(c2ccccn2)CC1 (stereo not given)
→ -11	-2	-8	-3	-8	9	-1	1
COc1ccc(OC)c(S(=O)(=O)N/N=C\c2c[nH]c3ccccc23)c1
→ 3	2	0	-7	7	-31	12	7
COc1cc(C(c2c(C)[nH][nH]c2=O)c2c(C)[nH][nH]c2=O)ccc1OC(=O)c1cccc([N+](=O)[O-])c1
→ 0	-16	-2	9	-1	24	16	-4
Cc1ccc(CN2C(=O)C(=O)c3cc(C)ccc32)cc1
→ -15	-22	14	3	-14	7	27	0
COc1cc(C(=O)Nc2ccc(C)cc2)c2ccccc2n1
→ 1	8	-3	42	-4	-7	5	·
CC(C)c1nnc(NC(=O)CCc2ccccc2)s1
→ 7	6	1	-21	17	6	5	-7
CN1CC(=O)N(CC(=O)Nc2ccc(Br)cc2F)C1=O
→ 2	4	-3	5	1	0	-1	1
CC1CCN(C(=O)c2ccc(NS(=O)(=O)c3ccccc3)cc2)CC1
→ 4	2	5	3	-3	10	15	4
Cc1ccc(S(=O)(=O)N2CCCC2C(=O)Nc2cc(C)on2)cc1 (stereo not given)
→ 4	-1	1	-1	-5	1	-7	6
CCn1nc(NS(=O)(=O)c2ccc([N+](=O)[O-])cc2)c2cc3cccc(C)c3nc21
→ 4	-10	1	11	2	16	1	-3
COc1ccc(NC(=O)c2sc3nc(N4CCCC4)c4c(c3c2N)CC(C)(C)OC4)c(OC)c1
→ 0	?	4	47	-4	18	12	-1
COc1ccccc1CN(Cc1nc2ccccc2c(=O)[nH]1)S(=O)(=O)c1ccc2ccccc2c1
→ 2	6	-3	19	-2	-72	19	0

(list continues)
Sequence of screens: SENP7 inh	UBC13 polyUb	HKDC1 inhibitor	Jurkat NFkB inh	SENP8 block	697 NFkB inh	Apaf1 inhib	Gli-Sufu block
O=C(COC(=O)C12CC3CC(CC(Cl)(C3)C1)C2)Nc1ccc2[nH]c(=O)[nH]c2c1
→ -1	16	-3	13	2	9	-2	-8
Cc1cc(=O)oc2c(CN3CCC(C)CC3)c(O)c(Cl)cc12
→ -3	8	7	0	-8	-21	-2	29
Cc1c(C)n2c(SCC(=O)N3CCCC3)nnc2[nH]c1=O
→ -2	0	0	-2	-2	10	-3	-8
Cc1nc2c(C(=O)NCCC3=CCCCC3)c[nH]n2c(=O)c1Cl
→ 7	-14	21	2	4	9	11	4
CCOc1cccc(Oc2ccc(C(F)(F)F)cn2)c1
→ -5	0	-1	6	-11	11	1	6
COc1ccccc1NC(=O)NCc1ccc(C)n1C
→ -2	-1	-1	8	-1	6	2	2
CN(c1ccccc1)S(=O)(=O)c1cccc(C(=O)N2CCCCCC2)c1
→ 2	-4	-1	3	5	-40	13	-1
CSc1ccc(C(=O)N2CCC(CCC(=O)NCc3ccc(F)cc3)CC2)cc1
→ 0	3	-5	5	5	4	5	-5
COCCN(C(=O)c1snc(C(N)=O)c1N)C(C(=O)NC1CCCCC1)c1ccc(N(C)C)cc1 (stereo not given)
→ -9	-13	-1	-10	-5	-7	4	-1
CCCc1sc(C(=O)Nc2nnc(C3CC3)s2)cc1CC
→ 5	6	2	-15	-1	14	8	-4
Cc1ccc(C(=O)C(NC(=O)c2ccco2)N2CCOCC2)cc1 (stereo not given)
→ 4	1	4	-33	2	-44	-7	-18
Cc1cc(N2CCCC2)nc2ccc(NC(=S)NCCCN3CCC(C)CC3)cc12
→ -9	16	-2	17	-5	-8	0	26
COc1cccc(C=Nc2ccc(C)c(F)c2)c1O
→ 17	-7	-5	-5	-7	1	3	1
CCc1ccc(C(=O)NCc2ccc(Cl)cc2Cl)cc1
→ 3	1	-9	-4	-6	8	21	-6
COCc1ccc(C(=O)N2CCC(CCC(=O)Nc3cccc(C)c3)CC2)s1
→ 0	-12	-5	19	4	39*	1	9
O=C(CCS(=O)(=O)c1cccc2nsnc12)NCc1ccccc1Cl
→ -15	-13	3	-2	-10	-3	6	-1
CSc1cccc(NC(=O)CC2Oc3ccccc3NC2=O)c1 (stereo not given)
→ -10	6	-1	-2	-4	2	4	1
CCOc1ccc(NC(=O)CN(C)CC(=O)Nc2cc(Cl)ccc2C#N)cc1OCC
→ 2	-5	-5	-4	2	-16	6	5
CCOC(=O)/C(C#N)=C1\C=CN(C)C(C)=N1
→ -10	-15	-3	3	-5	11	4	0
CCn1cc(C(=O)N2CCN(c3cccc(C)c3C)CC2)c(=O)c2ccc(C)nc21
→ 10	-3	-3	11	-1	24	4	4
Cc1ccc(/C=C2\CC(C)CC3=C2NC(=S)NC3c2ccc(C)cc2)cc1 (stereo not given)
→ 5	-7	-5	1	0	15	-11	4
COc1cc(OC)c(/C=N/NC(=O)c2ccncc2)c(OC)c1
→ 0	0	-3	10	-1	15	34	-12
COc1ccc(NC(=O)NNC(=O)c2ccccc2-n2cccc2)cc1OC
→ 1	5	3	9	-4	1	2	-3
CCN1C(=O)NC(c2ccccc2)(c2ccccc2)C1=O
→ -1	-3	-6	5	-4	19	-9	0
CN1CCN(c2nnc(-c3ccc(Cl)cc3)c3ccccc23)CC1
→ 1	10	-5	-2	0	-11	4	15
O=C1N(c2ccccc2C(F)(F)F)OC1(Cc1ccccc1)c1ccccc1 (stereo not given)
→ 2	9	1	-4	-3	26	12	-3
COc1ccc(OCCN2CCN(C(=O)c3ccc(OC(F)F)c(OC)c3)CC2)cc1
→ 2	4	6	17	2	-1	24	5
Cc1ccc(S(=O)(=O)N2CCOC23CCN(C(=O)c2ccc(Cl)cc2Cl)CC3)cc1
→ 0	2	1	11	-9	-3	16	5
O=C(Cc1ccccc1)Nc1ccccc1C(=O)Nc1ccc(C(=O)O)cc1
→ 4	-1	-9	13	2	-2	-7	6
COc1ccc(N2Nc3n[nH]c(N)c3N2)cc1
→ 16	-2	-2	-38	-6	-18	29	-35

Next section:
Sequence of screens: SENP7 inh	UBC13 polyUb	HKDC1 inhibitor	Jurkat NFkB inh	SENP8 block	697 NFkB inh	Apaf1 inhib	Gli-Sufu block
COc1ccc(N/C(N)=N/c2nc(CSc3nnc(C)s3)cc(=O)[nH]2)cc1
→ 3	10	-12	32	-1	-27	-9	-4
CCCC(=O)O[C@@H]1C[C@@H](C)N(C(=O)c2ccccc2)c2ccc(C)cc21
→ -2	10	-13	-5	5	1	15	-5
CSCC[C@H](NC(=O)OC(C)(C)C)c1nnc(SCC(=O)Nc2c(C)cccc2C)o1
→ 1	0	3	-2	9	6	-1	-3
O=S(=O)(c1cc(Cl)ccc1Cl)N1CCCC1
→ -4	-2	-4	2	-10	-5	6	5
COc1ccc(C(=O)O)cc1S(=O)(=O)N1CCN(Cc2ccc3c(c2)OCO3)CC1
→ -2	6	-3	1	-2	13	-5	2
CCN1CCN(c2ccc(S(=O)(=O)N3CCCCC3)cc2NC(=O)Cc2c(Cl)cccc2Cl)CC1
→ -1	7	·	11	2	6	4	·
Oc1ccc(-c2csc(Nc3ccccn3)n2)cc1
→ 62*	3	1	-121	82*	-175	11	-76
CCS(=O)(=O)Nc1cccc(C(=O)CC2(O)C(=O)Nc3ccccc32)c1 (stereo not given)
→ -6	4	-7	-1	1	9	-1	2
Cc1cccc(N(CC(=O)NCC2CCCO2)C(=O)CNS(=O)(=O)c2ccc(Cl)cc2)c1 (stereo not given)
→ -7	-3	-8	-17	3	-17	10	-6
COc1cc2oc3cc(C#Cc4ccc(N)cc4)ccc3c(=O)c2cc1OC
→ 1	2	-4	22	6	-24	-4	4
Oc1ccccc1C1OCC2(CO1)COC(c1ccccc1O)OC2 (stereo not given)
→ 8	-2	2	1	2	-55	5	-1
CCOC(=O)C1=C(N)OC2=C(C(=O)CCC2)C1c1ccccc1OCC (stereo not given)
→ -9	-12	-2	-8	-6	-3	8	-7
CNC(=O)CC12CC3CC(CC(C3)C1)C2
→ 6	5	-8	2	1	-3	-23	2
CC1(NC(=O)Cc2c(Cl)cccc2Cl)CCS(=O)(=O)C1 (stereo not given)
→ 3	3	0	-1	0	11	-5	-2
COc1ccc(C2CC(c3ccc(Br)cc3)=NN2C(=O)CN2CCCC2)cc1 (stereo not given)
→ -2	25	-1	9	-6	-10	10	7
CCOC(=O)C1=C(CC)Nc2ccccc2N=C1NC(=O)Nc1ccccc1OC
→ -5	-1	-3	-5	-8	9	11	4
c1ccc(N2CCN(CC3CCCCC3)CC2)cc1
→ -2	6	-6	0	0	5	-5	2
O=C(/C=C/c1ccccc1)OCC(=O)N1CCN(c2ccccc2)CC1
→ -1	21	-2	3	3	4	8	-5
C=CCSc1nc(-c2ccccc2)c2cc(Cl)ccc2n1
→ -13	?	0	-18	-7	-15	19	-4

Compound activity: PubChem BioAssay, Sanford-Burnham Center for Chemical Genomics
